# Source: PubChem
# AT treatment: qHTS Assay for Identifying a Potential Treatment of Ataxia-Telangiectasia; […] A-T fibroblasts, KAP-1 phosphorylation AlphaLISA; neocarzinostatin DNA damage 30 min before lysis; Potency, µM (titrated, usually from 57.5 µM), for inactives: at the top dose activation, most hits filed as activators; hit rate 0.19% among 320,000; note: potency is the fitted concentration of half-maximal effect; % of control where 0% means no effect; nearly all actives have a fitted effect of over 45% in size
#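 hTERT-immortalized A-T patient fibroblasts ([…]), 500 cells/well in OPTI-MEM, 1% FBS, got compounds for 60 min, then NCS for 30 min at 37C. Lysates were then assayed for phospho-KAP-1 by AlphaLISA (anti-pKAP1 donor, anti-KAP1 acceptor beads), 6 hr at 25C.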
# BRCA1 expr act: qHTS Assay to Identify Small Molecule Activators of BRCA1 Expression; MCF7-BRCA1-FFLuc reporter, luminescence, 48 h; response scale: scaled: vehicle 0%, 10 µM genistein 100%; Potency, µM (titrated, usually from 46.1 µM), inactives show top-dose activation, hits mostly activators; hit rate 1.1% among 380,000; note: potency is the fitted concentration of half-maximal effect; nearly all actives have a fitted effect of over 80% in size; some results filed as inactive show a strong effect at the top dose
#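 Luminescence from a BRCA1-driven firefly luciferase in MCF7 cells was read after 48 h compound exposure at 37 C. Data normalized against DMSO and a 10microM genistein activation control, then curve-fitted across the titration.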
# ELG1 DNA repair: qHTS screen for small molecules that inhibit ELG1-dependent DNA repair in human embryonic kidney (HEK293T) cells expressing luciferase-tagged ELG1; HEK293T ELG1-luciferase reporter, luminescence, 16 h; DNA damage induced by 5-fluorouridine; AID 504467, 2011; Potency, µM (doses to about 46.1 µM), without a hit: top-dose activity change, negative = inhibition, usual class: inhibitors; hit rate 2.3% among 330,000; note: potency is the fitted concentration of half-maximal effect; % is set by controls: 0 for no effect and ±100 for the full control effect; nearly all actives have a fitted effect of over 55% in size
#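 Quantitative HTS, concentration-response format. 2,000 cells/well co-treated with 5-fluorouridine and compound, 16 hr in 5% CO2 at 37 °C; ONE-Glo luminescence read after 30 min.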
# B2AR arrestin: qHTS assay of beta-arrestin-biased ligands of beta2-adrenergic receptor. Potency, µM (series often up to 46.1 µM), without a hit: at the top dose activation, actives largely listed as activators. Beta-2 adrenergic receptor (Homo sapiens), P07550. hit rate 0.02% among 330,000. AID 492947, 2010. beta-arrestin recruitment to beta2AR, cell-based reporter;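 note: potency is the fitted concentration of half-maximal effect; 0% = DMSO controls and full agonism = EC100 isoproterenol or metaproterenol; nearly all actives have a fitted effect of over 65% in size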
# Target sequence (P07550 whole entry, looked up): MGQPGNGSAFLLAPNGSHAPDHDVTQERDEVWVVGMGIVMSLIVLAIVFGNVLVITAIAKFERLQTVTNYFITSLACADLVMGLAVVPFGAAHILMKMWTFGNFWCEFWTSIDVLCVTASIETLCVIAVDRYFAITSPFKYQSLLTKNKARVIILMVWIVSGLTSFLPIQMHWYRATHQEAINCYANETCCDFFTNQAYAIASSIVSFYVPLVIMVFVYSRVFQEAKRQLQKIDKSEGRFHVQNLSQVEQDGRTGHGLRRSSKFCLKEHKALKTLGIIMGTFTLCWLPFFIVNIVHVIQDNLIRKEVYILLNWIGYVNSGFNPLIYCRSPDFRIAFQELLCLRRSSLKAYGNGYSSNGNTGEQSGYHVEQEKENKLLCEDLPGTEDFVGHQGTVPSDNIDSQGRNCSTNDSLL
# TSG101-PTAP inh: qHTS Assay for Iinhibitors of HIV-1 Budding by Blocking the Interaction of PTAP/TSG101. Tumor susceptibility gene 101 protein (Homo sapiens), Q99816. Fluorescence polarization, FITC-PTAP peptide / Tsg101 binding. Potency, µM (doses to about 115 µM), for inactives: top-dose activity change, negative = inhibition, actives largely listed as inhibitors. 340,000 tested, under 10 active. AID 493005, 2010; active = well fitted inhibition curve with a large enough effect in the main read-out, with a control signal flat, not every such curve was filed as active; inconclusive = small, poorly fitted or top-dose-only effect, or effect the other way, or a change in a side signal; inactive = no such curve, though single readings can be large or run the other way; note: potency is the fitted concentration of half-maximal effect; % of control where 0% means no effect
# Target sequence (Q99816 whole entry, looked up): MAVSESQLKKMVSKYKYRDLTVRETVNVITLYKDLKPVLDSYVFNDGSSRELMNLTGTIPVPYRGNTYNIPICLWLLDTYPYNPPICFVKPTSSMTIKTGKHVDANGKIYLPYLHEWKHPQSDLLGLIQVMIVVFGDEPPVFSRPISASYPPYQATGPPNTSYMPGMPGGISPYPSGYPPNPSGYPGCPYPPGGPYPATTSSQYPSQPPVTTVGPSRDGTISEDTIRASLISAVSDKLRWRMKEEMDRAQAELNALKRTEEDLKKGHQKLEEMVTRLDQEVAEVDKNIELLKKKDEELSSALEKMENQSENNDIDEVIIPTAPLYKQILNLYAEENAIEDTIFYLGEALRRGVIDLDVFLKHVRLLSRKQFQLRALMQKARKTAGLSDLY
#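 FP read-out: FITC-PTAP peptide, 50 nM final, binding Tsg101 binding domain, 10 uM final; 20 min, r.t.; 10 mM HEPES pH 7.5, 0.15 M NaCl, 0.01% Tween 20, 3 mM EDTA, 0.1 mM TCEP.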
# TRPV1 ag: HTS Assay for Compounds that Act as Agonists of the Vanilloid Receptor 1. Transient receptor potential cation channel subfamily V member 1 (Homo sapiens), Q8NER1. TRPV1-expressing cells, Fluo-8 calcium influx, agonist mode. activation, % at 8.33 µM. hit rate 0.19% among 320,000. AID 540275, 2011; in the data active = activation above about 80%; inconclusive = between about 30% and that limit; note: 0% is about no effect
#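 Fluo-8 calcium influx in TRPV1-expressing cells, kinetic read (ex 480/em 520 nm). Compound added and read 3 min for agonist activity, followed by capsaicin at EC20 final and 2 min further read for enhancement.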
# MLL CXXC-DNA inh: qHTS Fluorescence Polarization Assay for Inhibitors of MLL CXXC domain - DNA interaction. AID 2662, 2010. Histone-lysine N-methyltransferase 2A (Homo sapiens), Q03164. hit rate 0.037% among 290,000. MLL-CXXC / FITC-HOXA9 DNA fluorescence polarization. Potency, µM (highest dose often 115 µM), for inactives: at the highest dose activity change, negative = inhibition, most hits filed as inhibitors; active = well fitted inhibition curve with a large enough effect in the polarisation, with a control signal flat, not every such curve was filed as active; inconclusive = small, poorly fitted or top-dose-only effect, or effect the other way, or a change in a side signal; inactive = no such curve, though single readings can be large or run the other way; the % refers to the polarisation; note: potency is the fitted concentration of half-maximal effect
#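 Steps: dispense CXXC domain solution (7 uM) → pin compounds or unlabeled HOX-A9 DNA control → 5 min ambient → add FLSN-HOX-A9 solution (50 nM) → spin → 30 min ambient → fluorescence polarization. Tris pH 7.5/NaCl/DTT/BSA buffer.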
# TCR activator: Activators of T cell receptors: qHTS campaign | primary human leukocytes, anti-CD3, IL-2 HTRF, 48 h | Potency, µM (series often up to 9.22 µM), inactives show at the highest dose activation of IL-2 secretion, actives largely listed as activators | 330,000 tested, under 10 active | AID 504894, 2011; note: % of control where 0% means no effect
#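 Readout: HTRF IL-2, Eu-cryptate/d2 antibody pair, 320nm excitation, 665nm emission. Stimulus: a-CD3 beads, no co-stimulation. Cells: primary human leukocytes. Exposure: 48 hr with compound.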
# Integrin act MD: qHTS for Activators of Integrin-Mediated Alleviation for Muscular Dystrophy; Potency, µM (series often up to 38.3 µM), without a hit: at the highest dose activation, hits mostly activators; AID 624291, 2012; alpha7betagal myoblasts, beta-gal FDG fluorescence, 48 h; hit rate 0.064% among 350,000;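 note: potency is the fitted concentration of half-maximal effect; 100% = response of the positive control SU9516; nearly all actives have a fitted effect of over 60% in size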
#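 alpha7betagal+/- myoblasts (passage 13, 250/well) treated 48 h at 37C with compounds at 1:260 dilution of DMSO stock. Lysed, then beta-galactosidase activity read as FDG fluorescence (ex 480/em 540) after 30 min, with pre-read for autofluorescence.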
# p53 reactivator: qHTS assay for re-activators of p53 using a Luc reporter; H1299 p53-A138V BP100-luciferase reporter, luminescence, 24 h; Potency, µM (highest dose often 92.2 µM), for inactives: top-dose activity change, positive = activation, hits mostly activators; hit rate 0.063% among 320,000; AID 504706, 2011; note: potency is the fitted concentration of half-maximal effect; % of control where 0% means no effect; nearly all actives have a fitted effect of over 45% in size
#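 H1299 (p53-null), stable ts p53-A138V + BP100-Luc; 1000 cells/well, Opti-MEM/10% FBS; cpd 4 pt, 1:5; 24 h, 37 deg C, 5% CO2; detection reagent 10 min RT; luminescence.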
# Active calls of the source: *; ? = inconclusive; . = not tested or not shown; [ ] = dose if it differs, or a comment. Unless noted, calls come from the whole dose curve; as a rule, active = well fitted curve in the direction sought with a large enough effect; inconclusive = small, poorly fitted or top-dose-only effect, or another doubt; inactive = no such curve, though single readings can be large; an effect the other way counts as inactive or inconclusive.
mol	AT treatment	BRCA1 expr act	ELG1 DNA repair	B2AR arrestin	TSG101-PTAP inh	TRPV1 ag	MLL CXXC-DNA inh	TCR activator	Integrin act MD	p53 reactivator
CCO[C@@H]1OC(C(=O)NCc2ccccc2)=C[C@H](c2ccc3c(c2)OCO3)[C@H]1CCCO	-7%	4%	-13%	0.5%	.	1	-21%	-4%	7%	0%
CCCCCCNC(=O)N[C@H](C(=O)NCCC[C@H]1CN2C(=NC[C@H]2C)N1CCC(c1ccccc1)c1ccccc1)C(C)O (stereo not given in full)	-19%	.	?	2.9%	.	0	5%	.	.	-12%
CC(C)NC(=O)c1cc2c(=O)n3ccccc3nc2s1	-6%	18%	1%	-1.1%	-9%	1	7%	-7%	9%	-1%
O=C(c1ccc(COc2ccccc2Cl)o1)N1CCOCC1	15%	19%	2%	-0.4%	0%	?	-6%	-13%	2%	-1%
CCOC(=O)N1CCN(C(=O)c2cccc(N3C(=O)NC4CC3(C)Oc3ccc(Cl)cc34)c2)CC1 (stereo not given)	5%	-33%	?	-0.5%	-1%	-3	-7%	-2%	-29%	-4%
COCCN(CC1CCCN(C2Cc3ccccc3C2)C1)C(=O)c1cccc(C)c1 (stereo not given)	6%	-19%	7%	-1.0%	-2%	1	-3%	-2%	3%	-5%
C/C=C(\C)c1nnc(NC(=O)c2ccco2)s1	4%	78%	?	-0.3%	-1%	-19	9%	-1%	-6%	?
CNC(=S)NCCc1ccc(OC)c(OC)c1	0%	-1%	19%	0.0%	2%	2	2%	2%	7%	1%
O=C(NCc1ccccc1)[C@]1(C(F)(F)F)C[C@H](CCc2ccccc2)CCCO1	.	-8%	.	.	-1%	.	.	-1%	-10%	.
CSc1nc2sc3c(c2c(=S)[nH]1)CC(C)(C)OC3	-8%	-10%	-9%	-0.3%	-3%	3	5%	-2%	-42%	1%
O=C(Nc1ccc(C(=O)N2CCCC2)cc1)c1cccc(C(F)(F)F)c1	.	-2%	.	.	-4%	.	.	-2%	-22%	.
COCC(=O)Nc1ccc(S(=O)(=O)Nc2ncccn2)cc1	-6%	.	2%	0.2%	.	1	-2%	.	.	0%
C[C@H](NS(=O)(=O)c1ccc2c(c1)OCCCO2)C(=O)N1CCN(Cc2ccccc2)CC1	4%	-12%	-1%	0.0%	1%	0	.	-2%	-15%	6%
O=C(COc1ncnc2ccccc12)NCc1ccc2c(c1)OCO2	18%	0%	8%	-0.5%	3%	-3	5%	6%	?	?
CCCn1c(=N)n(CC(=O)c2ccc([N+](=O)[O-])cc2)c2ccccc21	7%	4%	-14%	-0.1%	-3%	-5	2%	0%	-5%	-2%
CCOC(=O)C(=NCCCN1CCOCC1)NNc1cccc(C(F)(F)F)c1	-6%	13%	19%	-0.1%	-6%	-2	2%	0%	15%	1%
Cc1ccc(/C=N/NC(=O)c2ccc(Cn3cc([N+](=O)[O-])cn3)o2)cc1	0%	12%	25%	0.5%	-3%	9	-1%	-2%[46.1 µM]	44%	-2%
O=[N+]([O-])c1ccccc1N/N=C/c1c[nH]c2ccccc12	5%	7%	?	-0.4%	-8%	-1	-8%	-6%	-3%	14%
COc1ccccc1/C=C/C(=O)OCC(=O)c1c(N)n(C)c(=O)n(C)c1=O	-1%	-4%	10%	0.3%	-2%	-2	-1%	0%[46.1 µM]	0%	6%
COc1ccc(NC(=O)NN2CCOCC2)cc1OC	-2%	0%	6%	-0.1%	-1%	-2	4%	3%	-18%	11%
COCCNC(=O)c1cn(C)c2ccccc2c1=O	-3%	-7%	7%	-0.1%	-8%	4	0%	10%	15%	-5%
COc1cccc(C(=O)Nc2cccc(OC(C)=O)c2)c1	.	?	?	-0.1%	-2%	3	1%	-21%	8%	?
Cc1cc(C)c(S(=O)(=O)Nc2cccc(S(=O)(=O)N3CCOCC3)c2)c(C)c1	2%	-12%	2%	0.4%	-7%	11	-5%	-4%	2%	-12%
CCOc1ccc(NC(=O)CSc2nnc(Cc3cccn3C)n2-c2ccc(OC)cc2)cc1	-7%	0%	-7%	-0.2%	-4%	-4	-1%	9%	8%	-1%
C=C(C)C1CC=C(C)/C(=N/NC(=O)CCC(=O)Nc2ccccc2Cl)C1 (stereo not given)	2%	-11%	0%	-0.4%	0%	3	14%	4%	-18%	-1%

# Part of the list above, set out differently.
# Below each compound – AT treatment | BRCA1 expr act | ELG1 DNA repair | B2AR arrestin | TSG101-PTAP inh | TRPV1 ag | MLL CXXC-DNA inh | TCR activator | Integrin act MD | p53 reactivator
> CNC(=S)NCCc1ccc(OC)c(OC)c1
  0% | -1% | 19% | 0.0% | 2% | 2 | 2% | 2% | 7% | 1%
> O=C(NCc1ccccc1)[C@]1(C(F)(F)F)C[C@H](CCc2ccccc2)CCCO1
  . | -8% | . | . | -1% | . | . | -1% | -10% | .
> CSc1nc2sc3c(c2c(=S)[nH]1)CC(C)(C)OC3
  -8% | -10% | -9% | -0.3% | -3% | 3 | 5% | -2% | -42% | 1%

# (listing goes on)
structure	AT treatment	BRCA1 expr act	ELG1 DNA repair	B2AR arrestin	TSG101-PTAP inh	TRPV1 ag	MLL CXXC-DNA inh	TCR activator	Integrin act MD	p53 reactivator
O=C(C1CCCN(C2CC(=O)N(c3ccc(F)cc3)C2=O)C1)N1CCCC1 (stereo not given)	1%	-6%	22%	-0.4%	-3%	0	-4%	-6%	0%	-4%
C=CC[C@H](CC(=O)NCCO)C(=O)N[C@@H](COC(=O)[C@@H](CC=C)Cc1ccc(F)cc1)Cc1c[nH]c2ccccc12	6%	-34%	-27%	0.3%	-6%	.	.	13%	-18%	-1%
CSc1ccc(C2C(C(=O)c3ccco3)=C(O)C(=O)N2c2nnc(SC)s2)cc1 (stereo not given)	-1%	85%	?	3.1%	?	8	?	-2%	-10%	?
CCc1ccc2[nH]c3nc(SCC(=O)NCC4CCCO4)nnc3c2c1 (stereo not given)	-5%	-1%	-28%	0.0%	0%	6	8%	2%	-11%	14%
COc1ccc(CN2CCNC(=O)C2CC(=O)NCCCn2cccn2)c(OC)c1 (stereo not given)	1%	1%	-1%	-0.7%	1%	2	-1%	3%	8%	1%
COC(=O)[C@@]1(Cc2ccc(OC)cc2)[C@H]2c3cc(C(=O)N4CCCC4)n(CCO)c3C[C@H]2CN1C(=O)c1ccccc1	27%	5%	9%	0.2%	.	-17	-1%	4%	-5%	-11%
O=C(c1noc2c1CCCC2)N1CCCC(N2CCN(c3ccccc3F)CC2)C1 (stereo not given)	-19%	8%	-6%	0.1%	-1%	18	3%	0%	55%	-2%
COc1ccc(C2=Nn3c(nnc3-c3ccccc3OC)SC2)cc1OC1CCCC1	-6%	-76%	21µM*	-0.5%	2%	.	.	-8%	.	?
O=c1[nH]c(=O)n(C2CC(O)C(CO)O2)cc1I (stereo not given)	.	-79%	.	.	1%	.	.	6%	-19%	.
CC(=O)Oc1ccccc1N(C(C)=O)S(=O)(=O)c1ccc(C)cc1	-4%	0%	-3%	-1.0%	1%	0	9%	9%	22%	4%
CC(C)(C)c1ccc(COn2c(=O)c(-c3ccco3)[n+]([O-])c3ccccc32)cc1	-4%	0%[1.84 µM]	4%	0.4%	0%	30	-1%	2%	2%	11%
O=C(Nc1ccccc1Cl)N1CCN(c2ccc3nncn3n2)CC1	0%	-1%	9%	-1.5%	0%	1	31%	2%	23%	1%
CS(=O)(=O)N(CC(=O)NCc1ccc2c(c1)OCO2)Cc1ccc(Cl)cc1	0%	-18%	-3%	-0.2%	-5%	2	-4%	-7%	12%	-12%
